Abeta yeast res = qHTS for compounds that reverse cellular toxicity of Amyloid beta (A-beta) peptide in yeast: Primary Screen | yeast expressing A-beta42, growth rescue, OD600, 48 h; response scale: 0% DMSO, 100% iron-clioquinol control | Potency, µM (top dose mostly 46.1 µM), for the others: at the highest dose growth rescue, most hits filed as activators | actives 0.063% (n = 410,000) | AID 1347071, 2019; note: nearly all actives have a fitted effect of over 55% in size
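Yeast growth medium received pinned compounds, then yeast cells expressing toxic A-beta were added; plates incubated at 30 C for 48 hr. Growth read as absorbance at 600 nm, normalized to DMSO and equimolar FeCl3 plus clioquinol controls.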
FUS suppressor = qHTS for Suppressors of FUS Proteinopathy: Primary screen using FUS-linked yeast assay. actives 0.24% (n = 390,000). Potency, µM (highest dose often 76.6 µM), inactives show at the highest dose growth rescue (activation), actives largely listed as activators. S. cerevisiae FUS-expressing, growth rescue, OD600, 24 h. AID 1347120, 2019;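 note: plate controls were DMSO vehicle for no effect and reference control for full effect; nearly all actives have a fitted effect of over 55% in size; some results filed as inactive show a strong effect at the top dose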
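S. cerevisiae expressing FUS from galactose induction served as the toxicity model. Growth after 24hr at 30C, read as absorbance at 600 nm, indicates suppression of toxicity; compounds dosed at several concentrations.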
* marks the source's active call; other numbers are inactive results; u = inconclusive; [ ] = dose if it differs, or a comment. Calls come from the whole dose curve; as a rule, active = well fitted activation curve with a large enough effect; inconclusive = small, poorly fitted or top-dose-only effect; inactive = no such curve, though single readings can be large or run the other way. Potency is the fitted concentration of half-maximal effect.

Structure | Abeta yeast res | FUS suppressor
O=C(CCC1N=C2c3ccccc3N=C(SCc3ccccc3Cl)N2C1=O)NCCc1ccccc1 (stereo not drawn) | 4% | 7%
CCc1ccccc1NC(=O)COCc1cc(-c2ccco2)on1 | 7% | -8%
CSc1ncc(C(=O)Nc2ccccc2C(=O)c2ccccc2)c(C)n1 | 2% | -13%
COc1ccc(NC(=O)c2sc3nc4c(cc3c2N)CCCCCC4)cc1Cl | 0% | 9%
COc1ccc(Nc2oc(/C=C/c3ccc(F)cc3)nc2C#N)cc1 | -23% | u
CCOC(=O)C1CCCN(C(=O)Cn2ncc3c(C)n(Cc4ccc(F)cc4)c(C)c3c2=O)C1 (stereo not drawn) | -2% | 3%
COc1ccc(NC(=O)Cn2cc(C(=O)C3CCCCC3)c3ccccc32)cc1 | 11% | -4%
COc1ccc(C(=O)Nc2ccc(-c3nc4cc(C)ccc4o3)c(O)c2)cc1 | -7% | -23%
Cc1ccc(-c2cc(C(=O)N3CCN(S(=O)(=O)c4ccc(Br)cc4)CC3)[nH]n2)cc1C | 1% | 5%
O=C(CSc1nnc(-c2ccccc2Cl)o1)N1CCCc2ccccc21 | -12% | 32%

(list continues)
Structure | Abeta yeast res | FUS suppressor
Cc1ccc(OCC(=O)NCC(=O)OCc2cc(=O)n3nc(C(C)C)sc3n2)cc1 | -17% | 2%
Cc1ccc2c(c1)N(C(=O)N1CCC(C(=O)NCc3cccc(Br)c3)CC1)CCO2 | 9% | 32%
COc1ccc(NC(=O)C(C)n2nc(-c3ccc(C)c(C)c3)ccc2=O)cc1OC (stereo not drawn) | 3% | 41%
O=C(/C=C/c1ccccc1)N1CCN(Cc2cc(=O)n3nc(-c4ccccc4F)sc3n2)CC1 | -5% | 17%
CCOc1cc2[nH]c(=O)n(Cc3ccc(C(=O)N4CCN(c5ccccc5)CC4)cc3)c(=O)c2cc1OCC | -4% | 17%
COC(=O)c1ccccc1NC(=O)c1cnc(Nc2ccc(OC)cc2)c2ccccc12 | 1% | 12%
Cc1ccc(NC(=O)Cn2nc(C(F)(F)F)c3c2CCC3)cc1C | -3% | 6%
Cc1ccc(C)c(NC(=O)CSc2nnc(-c3cc4occc4n3C)n2-c2ccccc2C)c1 | -5% | u
CCCCNC(=O)CSc1nc2ccccc2nc1Cc1ccc(C)cc1 | -5% | -2%
CCCNC(=O)Cn1nc(-c2ccc(C)cc2)c2cnc3ccc(CC)cc3c21 | -9% | -6%

(listing goes on)
Structure | Abeta yeast res | FUS suppressor
CCOc1ccc(OCC)c(NC(=O)C2CCCN(S(=O)(=O)c3ccc4c(c3)oc(=O)n4C)C2)c1 (stereo not drawn) | -15% | -14%
Cc1ccc(C(=O)Nc2ccccc2)cc1S(=O)(=O)Nc1ccccc1 | -5% | 21%
CCOc1ccc(C2c3[nH]c4ccccc4c3CCN2C(=O)CSc2ccccc2)cc1 (stereo not drawn) | 2% | u
COCCCNC(=O)c1c(NC(=O)c2nc(S(C)(=O)=O)ncc2Cl)sc2c1CCCC2 | -4% | 23%
Cc1ccc2cccc(NC(=O)c3ccc(-c4ccc(Br)cc4)o3)c2n1 | -3% | -17%
CCCOC(=O)c1cccc(Nc2nc(C(=O)OCC)nc3ccccc23)c1 | -18% | 23%
Cc1ccc(NC(=O)Cn2c(=O)n(CCC(=O)N3CCc4ccccc4C3)c(=O)c3ccccc32)cc1 | -11% | -12%
COc1cccc(-n2cc(C(=O)Nc3ccccc3C(N)=O)c3ccccc3c2=O)c1 | 4% | -12%
COc1ccc(NC(=O)CN2C(=O)CSc3ccc(S(=O)(=O)N(C)C)cc32)cc1Cl | -17% | u
O=C(Cn1c(-c2cccs2)cc2cc(F)ccc21)NCCCN1CCN(c2ccc(F)cc2)CC1 | 0% | 25%

Continuation.
Structure | Abeta yeast res | FUS suppressor
Cc1oc2ncn(CC(C)C)c(=O)c2c1C(=O)N1CCN(c2cccc(C(F)(F)F)c2)CC1 | 4% | u
CC(C)(C)C(=O)Nc1ccc2nc(SCc3ccccc3)sc2c1 | -6% | 8%
COc1cccc(NC(=O)CSc2nnc(-c3cccs3)o2)c1 | 0% | -13%
CC(=O)N1CCC2(CC1)OC(=O)C(C)=C2C(=O)Nc1cccc(Cl)c1C | -8% | 4%
CCCCNc1sc(S(=O)(=O)CC)nc1S(=O)(=O)c1ccc(C)cc1 | -1% | 30%
COc1ccc(C2=C(C)C(=O)N(Cc3ccc(C(=O)Nc4cccc(F)c4)cc3)S2(=O)=O)cc1 | -21% | 0%
CC(C)(C)C(=O)Cn1c(=O)n(-c2ccccc2)c(=O)c2c3c(sc21)CCC3 | 11% | -17%
CCOc1ccc(NCc2cccn2-c2nnc(N3CCC(C(=O)NCC(C)c4ccccc4)CC3)s2)cc1 (stereo not drawn) | -1% | u
Cc1ccc(NC(=O)Cn2cnc3c(oc4ccccc43)c2=O)cc1Cl | -3% | -3%
O=c1c(-c2cc(-c3ccccc3)nc3c2COc2ccc(Cl)cc2-3)coc2ccccc12 | -16% | 5%

Continued:
SMILES | Abeta yeast res | FUS suppressor
CCNC(=O)c1c(C)oc2ncn(C)c(=O)c12 | -13% | 17%
Cc1c(Cl)cccc1Nc1nn2c(=O)c3ccccc3nc2s1 | -10% | -24%
O=C(CCSCc1ccc(Cl)cc1)NCc1ccc(F)cc1Cl | u | -26%
CCOc1ccc(C2N3CC4(C(C)C)CN2CC(C(C)C)(C3)C4=O)cc1OC (stereo not drawn) | 6% | -14%
Cc1ccccc1CSCCNC(=O)C1CCN(S(=O)(=O)Cc2ccccc2)CC1 | 5% | -9%
CCc1cccc(C)c1NS(=O)(=O)c1ccc(-c2cc(C)no2)s1 | 9% | -2%
CC(C)c1ccc(NC(=O)Cn2c3ncccc3c(=O)n2-c2ccccc2)cc1 | -3% | u
CCCNC(=O)C(=O)NCC(c1ccc2c(c1)OCO2)N1CCOCC1 (stereo not drawn) | 1% | 3%
CCN1CCC(N(Cc2ccc3c(c2)OCO3)C(=O)Nc2cc(F)ccc2F)CC1 | -2% | -6%
COc1ccc(-c2nc3cc(NC(=O)COc4ccc(F)cc4)ccc3o2)cc1 | -12% | -22%
Cc1ccc(NC(=O)C2CCCN2S(=O)(=O)c2ccc3c(c2)C(C)(C)C(=O)N3C)cc1 (stereo not drawn) | 0% | 12%
Cc1c(Cl)cccc1NC(=O)N1CCC(CN2CCOCC2)CC1 | -16% | -13%
Cc1cccc(NC(=O)c2cc3c(=O)n(Cc4cccnc4)ccc3nc2C)c1 | -21% | 10%
Cc1ccc(C)c(Cn2c(C(C)NC(=O)c3ccc(F)cc3)nc3ccccc32)c1 (stereo not drawn) | -4% | -11%
COc1cccc2c1cc1c(=O)n(CC(=O)N3CCN(c4cccc(C)c4)C(C)C3)nc(C)n12 (stereo not drawn) | -23% | 14%

The list continues:
SMILES | Abeta yeast res | FUS suppressor
CCCNC(=O)C1Cc2cc(S(=O)(=O)N3CCCCCC3)ccc2N1C(C)=O (stereo not drawn) | -14% | 8%
COc1cccc(-c2ncnn2-c2sc3c(c2C#N)CCCCC3)c1OC | -11% | -1%
CCCOc1ccc(NC(=O)CC2C(=O)N(c3ccccc3)C(=O)N2CCC(C)C)cc1 (stereo not drawn) | -13% | u
O=C(NCCc1ccccc1)c1ccc2c(c1)N(Cc1ccccc1)C(=O)c1ccccc1S2(=O)=O | -1% | 39%
CCCN(CCC)C(=O)C(Cc1ccccc1)NS(=O)(=O)c1ccc2c(c1)c(=O)n(C)c(=O)n2C (stereo not drawn) | 4% | -12%
Cc1ccc(OCCn2cc(C(=O)c3ccco3)c3ccccc32)cc1C | 3% | 16%
COC(=O)Cn1c(=O)c2c(nc3n2CCN3c2cccc(C)c2)n(C)c1=O | -10% | -27%
Cc1ccc(-n2nc(C)c3c(C(=O)NCc4ccc(F)cc4)cc(C)nc32)cc1 | 3% | -26%
CCOc1ccc(CC(=O)NC2CC(=O)N(c3cccc(F)c3)C2)cc1 (stereo not drawn) | 13% | 2%
CCN(CC)c1cc(C)c2cc(NC(=O)c3cc(OC)cc(OC)c3)ccc2n1 | 6% | 14%
CCCCOc1ccc(C(=O)N2CCC(c3nc4ccccc4o3)CC2)cc1 | 3% | 42%
COc1ccc(NC(=O)c2cc3c(-c4ccccc4F)nn(C)c3s2)c(OC)c1 | -10% | 17%
CC(=O)c1ccc(NC(=O)CSc2nnc3ccc(-c4ccc(Cl)cc4)nn23)cc1 | -6% | -18%
CCn1c2ccccc2c2cc(NC(=O)COc3cccc(C)c3)ccc21 | 0% | -13%
Cc1cccc(-n2ncc3c(Nc4ccc(C)c(Cl)c4)ncnc32)c1 | -9% | -1%

Additional structures follow:
SMILES | Abeta yeast res | FUS suppressor
Cc1ccc2c(c1)-c1cc(C)nn1C(c1cc(Br)ccc1O)N2 (stereo not drawn) | 0% | 2%
COc1ccc(CNC(=O)C(=O)NCC(c2cccs2)S(=O)(=O)c2ccc(C)cc2)cc1 (stereo not drawn) | -6% | 23%
CCOC(=O)c1ccc(NC(=O)c2c(NCc3sccc3C)sc3c2CCCCC3)cc1 | 7% | u
COc1cc(Cl)c(C)cc1Nc1c2c(nc3ccccc13)CCC2 | -16% | 1%
CCc1ccc(-c2cc(C)no2)cc1S(=O)(=O)Nc1cc(OC)c(OC)c(OC)c1 | 4% | 8%
Cc1ccccc1-c1noc(-c2ccccc2OCC(=O)Nc2ccccc2[N+](=O)[O-])n1 | -1% | 19%
Cc1ccc(C(C)C)c(OCC(=O)Nc2cc(-c3nc4ccccc4[nH]3)ccc2C)c1 | -66%[inhibitor] | 19%
CCn1nc(C)c2c(-c3ccccc3)cc(=O)n(C(C)C(=O)Nc3ccc(OC)c(OC)c3)c21 (stereo not drawn) | -13% | -9%
COc1ccccc1CNS(=O)(=O)c1c(C)nc2sc(C)cn2c1=O | -5% | -24%
CCN(CC)c1cc(C)c2cc(NC(=O)c3ccc(OC)c(OC)c3)ccc2n1 | -16% | 11%
COc1ccc(CNC(=O)CN(c2ccc(C)cc2)S(=O)(=O)c2c(C)n[nH]c2C)cc1 | -2% | -18%
CCOc1ccccc1NC(=O)c1c(NC(=O)COc2ccccc2)sc2c1CCCCC2 | -7% | 7%
CCc1cccc(C)c1NC(=O)Cn1c(=O)n(-c2ccc(C)cc2)c(=O)c2c1cnn2C | -9% | 0%
COc1ccc(CNS(=O)(=O)c2ccc(N3CCCCS3(=O)=O)cc2)cc1 | -16% | -17%
CCC(C)NC(=O)Cn1c(=O)n(Cc2ccc(C(=O)NCc3ccc(C)cc3)cc2)c(=O)c2ccccc21 (stereo not drawn) | -2% | 16%

More compounds follow.
SMILES | Abeta yeast res | FUS suppressor
CCN(CC)C(=O)c1sc2c(c1C)c(=O)n(CCc1ccccc1)c(=O)n2Cc1ccc(C)cc1 | 8% | u
O=C(Nc1ccc2nc(SCC(=O)N3CCOCC3)sc2c1)c1cccc(Br)c1 | 1% | u
CC1CCc2c(sc(NC(=O)c3cc4nc(-c5ccc(Cl)cc5)cc(C(F)(F)F)n4n3)c2C#N)C1 (stereo not drawn) | -10% | 5%
CCN1CCN(c2cc3c(cc2F)c(=O)c(S(=O)(=O)c2ccc(OC)cc2)cn3CC)CC1 | -12% | -3%
CNC(=O)c1ccc(NC(=O)c2nsc3ccccc23)cc1 | -29% | -12%
O=C(CN1C(=O)COc2ccc(S(=O)(=O)NC3CCCC3)cc21)NCc1ccccc1Cl | -11% | -1%
CCOc1ccc(-n2nc(CO)c(C(=O)NCc3cccs3)n2)cc1 | 3% | 3%
COC(=O)c1cc(NC(=O)Cn2ncc3c2-c2ccccc2OC3)cc(C(=O)OC)c1 | -14% | 25%
COc1cccc(C(=O)N(Cc2nc(-c3ccc(Cl)cc3)no2)C(C)C)c1OC | 2% | 31%
CCC(=O)N1CCc2cc(CNS(=O)(=O)c3c(C)cc(C)cc3C)ccc21 | 18% | 18%
CCN1CCN(c2ncnc3c2cnn3-c2cccc(C)c2)CC1 | -13% | -19%
CCN1CCN(CCCNC(=O)Cn2c(-c3cccs3)cc3cc(F)ccc32)CC1 | -24% | 2%
COc1ccc(-c2cn3c(C)c(C(=O)Nc4cc(C)cc(C)c4)sc3n2)cc1 | 13% | 6%
CCc1nc2nc(C)c(NS(=O)(=O)c3ccc(C(C)(C)C)cc3)c(=O)n2[nH]1 | 22% | -2%
Cn1c(C(=O)Nc2ccc(OC(F)(F)F)cc2)cc2c(=O)n3ccccc3nc21 | -3% | -23%
O=C(CSc1nnc(-c2cccs2)o1)Oc1ccccc1Cl | 5% | -8%

Laid out differently: 4 of the compounds above
CCCCNc1sc(S(=O)(=O)CC)nc1S(=O)(=O)c1ccc(C)cc1
  Abeta yeast res: -1%; FUS suppressor: 30%

COc1ccc(C2=C(C)C(=O)N(Cc3ccc(C(=O)Nc4cccc(F)c4)cc3)S2(=O)=O)cc1
  Abeta yeast res: -21%; FUS suppressor: 0%

CC(C)(C)C(=O)Cn1c(=O)n(-c2ccccc2)c(=O)c2c3c(sc21)CCC3
  Abeta yeast res: 11%; FUS suppressor: -17%

CCOc1ccc(NCc2cccn2-c2nnc(N3CCC(C(=O)NCC(C)c4ccccc4)CC3)s2)cc1 (stereo not drawn)
  Abeta yeast res: -1%; FUS suppressor: u

Assay outcomes deposited in PubChem by National Center for Advancing Translational Sciences (NCATS).

A portion of the library; the hit share may differ from the screen's.
